Compound activity from PubChem.
3T3 cytotox: Cytotoxic Profiling in NIH 3T3 Cell Line of Diverse Libraries Using Quantitative High-Throughput Screening; 94,000 compounds, 4.3% hits; Potency, µM (top dose mostly 96.7 µM), inactives show at the top dose activity change, negative = cytotoxicity, actives largely listed as inhibitors; NIH 3T3 viability, CellTiter-Glo ATP luminescence, 48-72 h; AID 1345082, 2018; note: potency is the fitted concentration of half-maximal effect; nearly all actives have a fitted effect of over 55% in size
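First NIH 3T3 cells are plated at 400 cells/well; next compound is pinned in; then plates incubate 48 or 72 hr at 37 °C; finally CellTiter-Glo is added and luminescence read after 10 min.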
SNCA viab count: GF-AFC viability counterscreen for inhibitors of alpha-synuclein gene (SNCA) expression. Potency, µM (highest dose often 57.1 µM), for the others: at the highest dose activity change, negative = cytotoxicity, usual class: cytotoxic. 150,000 compounds, 0.12% hits. HEK-293-SNCA-luc viability, GF-AFC fluorescence, 24 h;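 note: potency is the fitted concentration of half-maximal effect; 0% = DMSO-treated cells and -100% = medium-only wells without cells; nearly all actives have a fitted effect of over 30% in size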
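Cytotoxicity counterscreen: after 24 h compound treatment of genome-edited SNCA-luciferase HEK-293 cells, live-cell protease substrate GF-AFC read by fluorescence after 30 min; activity scaled between DMSO (0%) and medium-only (-100%), curves Hill-fitted.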
HEK293 tox: Cytotoxic Profiling in HEK 293 Cell Line of Diverse Libraries Using Quantitative High-Throughput Screening. 94,000 compounds, 6.6% hits. HEK 293 viability, ATP luminescence (CellTiter-Glo), 48-72 h. Potency, µM (doses to about 115 µM), inactives show at the top dose activity change, negative = cytotoxicity, actives largely listed as inhibitors; note: potency is the fitted concentration of half-maximal effect; nearly all actives have a fitted effect of over 60% in size
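Cells seeded first (HEK 293, 250 cells/well), then compound added by pintool. Incubation ran 48 or 72 hr at 37 degree Celsius. CellTiter-Glo was added and luminescence imaged after 10 min at room temperature.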
SNCA expr inh: Primary qHTS assay for inhibitors of alpha-synuclein gene (SNCA) expression; HEK-293 SNCA-luciferase knock-in, luminescence, 24 h; AID 1671194, 2021; 140,000 compounds, 0.17% hits; Potency, µM (top dose mostly 57.2 µM), inactives show top-dose activity change, negative = inhibition, most hits filed as inhibitors;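 note: potency is the fitted concentration of half-maximal effect; plate controls were DMSO cells for no effect and cell-free wells for full effect; nearly all actives have a fitted effect of over 45% in size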
FLuc inh: Firefly luciferase inhibition profiling of diverse chemical library using quantitative high-throughput screening | 76,000 compounds, 2.5% hits | Potency, µM (top dose mostly 115 µM), for inactives: at the top dose activity change, negative = inhibition, actives largely listed as inhibitors | Luciferin 4-monooxygenase (Photinus pyralis), P08659 | purified P. pyralis luciferase, luminescence, biochemical | AID 1347043, 2019; note: potency is the fitted concentration of half-maximal effect; nearly all actives have a fitted effect of over 65% in size
Target sequence (P08659 whole entry, looked up): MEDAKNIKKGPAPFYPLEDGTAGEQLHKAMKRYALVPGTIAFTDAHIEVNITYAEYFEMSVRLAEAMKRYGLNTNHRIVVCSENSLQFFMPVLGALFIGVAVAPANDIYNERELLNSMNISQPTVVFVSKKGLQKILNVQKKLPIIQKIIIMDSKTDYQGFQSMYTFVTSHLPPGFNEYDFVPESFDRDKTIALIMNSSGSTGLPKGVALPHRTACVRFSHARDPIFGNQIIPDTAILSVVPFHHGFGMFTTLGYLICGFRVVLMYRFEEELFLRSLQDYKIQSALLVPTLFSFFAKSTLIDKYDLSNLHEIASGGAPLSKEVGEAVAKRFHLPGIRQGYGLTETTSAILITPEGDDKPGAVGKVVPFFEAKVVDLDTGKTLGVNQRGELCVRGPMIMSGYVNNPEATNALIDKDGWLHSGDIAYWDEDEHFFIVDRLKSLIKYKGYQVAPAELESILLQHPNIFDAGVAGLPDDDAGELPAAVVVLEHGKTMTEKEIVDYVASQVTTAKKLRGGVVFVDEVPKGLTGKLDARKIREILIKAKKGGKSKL
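Luminescence read by CCD imaging after purified firefly luciferase (10nM final) was added to substrate buffer holding 10uM D-luciferin and 10uM ATP, pH 7.5, pre-dosed with compound.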
IP6K1 inh: Primary qHTS assay for small molecule inhibitors of Inositol hexaphosphate kinase 1 (IP6K1). IP6K1 kinase, ADP-Glo luminescence, 2 h; hits give low values. activity change, % (series mostly up to about 58 µM). 140,000 compounds, 0.81% hits. AID 1645851, 2021; in the data active = activity change below about -25%
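ADP-Glo luminescence measures ADP made by human IP6K1 during a 2 h RT reaction with ATP/IP6 (mix at 1.3 mM/130 uM); top library doses 57.5 and 19.1 uM final.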
GPT2 inhibitor: Primary qHTS assay for inhibitors of Glutamate pyruvate transaminase 2 (GPT2) | Alanine aminotransferase 2 (Homo sapiens), Q8TD30 | Recombinant GPT2, coupled pyruvate oxidase/HRP Amplex Red fluorescence | Potency, µM (top dose mostly 57.7 µM), for inactives: at the highest dose activity change, negative = inhibition, most hits filed as inhibitors | 100,000 compounds, 0.25% hits; note: potency is the fitted concentration of half-maximal effect; nearly all actives have a fitted effect of over 60% in size; many of its hits are not listed in these tables
Target sequence (Q8TD30 whole entry, looked up): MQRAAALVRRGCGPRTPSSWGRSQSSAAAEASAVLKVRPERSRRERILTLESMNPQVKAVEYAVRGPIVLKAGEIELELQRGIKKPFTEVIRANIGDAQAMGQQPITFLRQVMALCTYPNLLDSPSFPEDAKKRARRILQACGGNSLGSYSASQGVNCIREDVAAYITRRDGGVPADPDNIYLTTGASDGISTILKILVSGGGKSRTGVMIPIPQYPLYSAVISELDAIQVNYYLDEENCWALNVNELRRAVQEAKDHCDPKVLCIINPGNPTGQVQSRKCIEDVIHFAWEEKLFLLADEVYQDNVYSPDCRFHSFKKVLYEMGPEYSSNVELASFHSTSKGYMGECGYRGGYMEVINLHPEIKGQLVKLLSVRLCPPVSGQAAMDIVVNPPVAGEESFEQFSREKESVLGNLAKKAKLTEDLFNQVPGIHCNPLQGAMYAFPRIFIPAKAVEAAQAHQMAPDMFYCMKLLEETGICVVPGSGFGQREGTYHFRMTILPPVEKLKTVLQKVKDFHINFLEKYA
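Recombinant GPT2 (10ng/uL) with 250uM a-KG and 2mM L-alanine, 30 min at room temperature, in HEPES pH 7.5 buffer. Pyruvate detected by pyruvate oxidase/HRP/Amplex Red fluorescence after 30 min in the dark; AOA (50uM) as positive control.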
An asterisk follows results filed as active; i = inactive; ? = inconclusive; / = no result given; & = joins results of further samples; ! = not active in a repeat; [ ] = remark or other dose. Unless noted, calls come from the whole dose curve; as a rule, active = well fitted curve in the direction sought with a large enough effect; inconclusive = small, poorly fitted or top-dose-only effect, or another doubt; inactive = no such curve, though single readings can be large; an effect the other way counts as inactive or inconclusive. Unless noted, % is set by controls: 0 for no effect and ±100 for the full control effect.

SMILES	3T3 cytotox	SNCA viab count	HEK293 tox	SNCA expr inh	FLuc inh	IP6K1 inh	GPT2 inhibitor
O=C(c1ccccn1)N1CCN(C(=O)c2nnn3c2COC(c2ccccc2)C3)CC1 (centres undefined)	-3.3%	4.0%	-7.3%	18.2%	-13.8%	-5.4	-1.3%
CC1(C(=O)NCC2CCCO2)CCc2cnc(NCc3ccccc3)nc21 (centres undefined)	50.1µM*	-0.4%[87.6 µM]	-25.9%[172 µM]	-25.8%[87.6 µM]	4.2%[172 µM]	1.7	-2.2%[88.5 µM]
c1ccc(N2CCN(Cc3cccn3-c3nnc(N4CCN(C5CCCCC5)CC4)s3)CC2)cc1	/	14.7%	/	42.8%[activator]	/	-2.7	/
CCC(=C(c1ccccc1)c1ccc(OCCN(C)C)cc1)c1ccccc1	/	-16.0%	/	-12.7%	/	/	i
COCC(=O)N[C@H]1CCN(C(=O)COC)[C@H](C(=O)N[C@H](Cc2ccccc2)C(N)=O)C1	i	2.8%[87.6 µM]	i	9.3%[87.6 µM]	-2.2%[172 µM]	11.9	-2.6%[88.5 µM]
Cc1ccc(NC(=O)C2CCCN2S(=O)(=O)c2cccc3cccnc23)cc1 (centres undefined)	/	-10.5%	/	27.3%	/	-8.6	/
CSc1nc(Nc2ccc(F)cc2)cc(-c2ccccc2)n1	/	-8.7%	/	11.6%	/	-12.3	/
CN(C)CC1CCOC1(c1ccccc1)c1ccccc1 (centres undefined)	/	8.8%[23.9 µM]	/	/	/	0.7	i
Cc1cccc(C(=O)N2CCC(C(=O)N3CCCCCCNC(=O)CC3)CC2)c1	-12.4%	2.9%	i	9.4%	-8.6%	-6.3	?
Fc1ccc(CCNc2cc(Cl)nc3ccnn23)cc1	?	-5.2%[87.6 µM]	?	11.8%[87.6 µM]	-21.5%[172 µM]	15.0	i
Cc1cc(C)c(C(=O)N2CCC(=O)N(CC3CC3)C(C(C)C)C2)cc1C (centres undefined)	-4.8%	-5.3%	?	-0.1%	1.6%	3.6	-5.6%
Cc1cccc(C)c1NC(=O)CN1C(=O)NC2(CCC(C(C)(C)C)CC2)C1=O (centres undefined)	i	-0.2%	?	-18.7%	8.0%	18.3	i
CN(Cc1ccc(F)cc1)C(=O)c1ccccc1Cl	?	-0.5%[87.6 µM]	?	-21.8%[87.6 µM]	-7.4%[172 µM]	9.0	-19.7%[88.5 µM]
COc1ccc(OC)c(NC(=O)c2cc(=O)c3c(C)cc(C)cc3o2)c1	/	-11.4%	/	?	/	-11.6	/
O=C1NCCOCCN(C(=O)Cc2c[nH]c3ccccc23)[C@H]2CCC[C@@H]12	i	1.6%	-2.5%	-1.6%	-3.9%	15.6	-4.7%
Cn1nc(C2CCCN(Cc3ccncc3F)C2)n(-c2ccccc2)c1=O (centres undefined)	-14.9%	8.4%	-15.8%	-11.2%	3.2%	30.0	?
O=C(c1ccccc1Cl)N1CCCN(c2ccnc3ccnn23)CC1	?	-8.0%	-23.8%	35.0%	/	7.1	-6.9%
COC(=O)CNC(=O)C1CCN(c2nccc(Nc3ccccc3Cl)n2)CC1	-19.7%	3.1%[12.5 µM]	-17.6%	6.7%	/	6.8	?
COc1ccc(-c2c(C(=O)NCc3ccc(Cl)cc3)nc3sccn23)cc1	?	-10.7%	?	-1.4%	/	13.7	i
Cc1ccc2[nH]c(CCn3cc(-c4cncnc4)nn3)nc2c1C	-10.6%	3.8%	?	3.3%	12.9%	27.9	?
CC(C)(C)c1ccc2c(c1)C(C[C@H]1CN(S(C)(=O)=O)CC[C@H]1CC(=O)O)=NCC2	i	1.5%[87.6 µM]	-5.8%[172 µM]	-19.2%[87.6 µM]	2.5%[172 µM]	3.3	-29.0%[88.5 µM]
Cc1noc(C2CC3(CCN(C(=O)c4cnccn4)CC3)CN2C)n1 (centres undefined)	-6.9%	0.1%	-1.8%	?	1.1%	10.6	3.1%
OCCCc1nc2ccccc2n1CCCCOc1ccccc1	/	1.6%	/	19.7%	/	7.2	/
COc1ccc(C(C(=O)O)N2CCCN(c3ncccn3)CC2)c(OC)n1 (centres undefined)	i	3.7%	1.4%	6.4%	2.2%	22.9	?
CCN(CC)C(=O)CN1C(=O)C2(CCCCC2)C1c1ccccc1 (centres undefined)	-7.9%	5.8%	-10.4%	42.1%[activator]	/	-8.6	i

Entries of single compounds, looked up by structure.
`c1ccc(N2CCN(Cc3cccn3-c3nnc(N4CCN(C5CCCCC5)CC4)s3)CC2)cc1` in the list: 3T3 cytotox: /; SNCA viab count: 14.7%; HEK293 tox: /; SNCA expr inh: 42.8%[activator]; FLuc inh: /; IP6K1 inh: -2.7; GPT2 inhibitor: /
`CCC(=C(c1ccccc1)c1ccc(OCCN(C)C)cc1)c1ccccc1` in the list: 3T3 cytotox: /; SNCA viab count: -16.0%; HEK293 tox: /; SNCA expr inh: -12.7%; FLuc inh: /; IP6K1 inh: /; GPT2 inhibitor: i

Taken from above:
Under SNCA viab count, CCC(=C(c1ccccc1)c1ccc(OCCN(C)C)cc1)c1ccccc1 is listed with -16.0%
Under GPT2 inhibitor, Cc1cc(C)c(C(=O)N2CCC(=O)N(CC3CC3)C(C(C)C)C2)cc1C (centres undefined) is listed with -5.6%
Under SNCA viab count, CC1(C(=O)NCC2CCCO2)CCc2cnc(NCc3ccccc3)nc21 (centres undefined) is listed with -0.4%[87.6 µM]

Remaining list, next part
SMILES	3T3 cytotox	SNCA viab count	HEK293 tox	SNCA expr inh	FLuc inh	IP6K1 inh	GPT2 inhibitor
Cc1nnc2ccc(N3CCCN(C(=O)c4ccc(F)cc4)CC3)nn12	?	/	?	/	/	-1.8	/
Cc1ccc(Cn2c(SCc3ccc(C(=O)NC4CCCCC4)cc3)nc3ccncc32)cc1	/	-8.2%	/	?	/	-8.9	/
COc1ccc(NC(=O)O[C@@H]2CO[C@H]3[C@@H]2OC[C@@H]3NS(=O)(=O)c2ccc(NC(C)=O)cc2)cc1	?	5.6%	-5.7%	7.8%	44.7µM*	-10.6	0.0%
CCc1cccc(NC(=O)c2c(OC)cc(=O)n3c2CCCC3)c1	3.1%	-4.8%	-8.4%	-23.8%	10.4%	2.1	1.4%
O=C(NCc1cccc(Cl)c1)c1nnn2c1COC(c1ccc(Cl)cc1)C2 (centres undefined)	?	-0.3%	?	6.0%	3.2%	-13.9	0.2%
Cc1ccc(NC(=O)CCCn2nc(C)c3c(C)n(-c4ccccc4)nc3c2=O)cc1Cl	/	9.6%	/	38.4%[activator]	/	20.4	/
COc1ccc(C(=O)N2CCC(N3C(=O)c4c(c(C)nn4-c4ccccc4)C3C(C)C)CC2)cc1 (centres undefined)	-26.5%	/	-12.7%	/	/	11.6	/
Cc1nccc(-c2ccccc2)c1C(=O)N1CCN(C)C(C(=O)O)C1 (centres undefined)	-13.6%	1.2%	-14.2%	-6.3%	-0.4%	13.0	4.8%[11.5 µM]
CC[C@@]1(O)C(=O)OCc2c1cc1n(c2=O)Cc2c-1nc1ccccc1c2/C=N/OC(C)(C)C	/	-17.8%[23.9 µM]	/	-72.7%[25.6 µM]	/	9.6	i
COCc1cc(C)nc2sc(C(=O)Nc3ccccc3O)c(N)c12	/	10.0%	/	98.6%[activator]	/	-8.6	/
O=C1NC(=NC2CCCCC2)C2(CCN([S+](=O)([O-])c3cccc(C(F)(F)F)c3)C2)N1c1cccnc1 (centres undefined)	-26.6%	-1.8%	5.0%	-5.7%	/	-6.2	3.5%
CC(C)COc1ccc(C(=O)Nc2nnc(S(=O)(=O)N(C)Cc3ccco3)s2)cc1	/	-3.8%	/	107.6%[activator]	/	-11.1	/
COc1cccc(N2CCN(C(=O)C[C@H]3NC(=O)c4ccccc4NC3=O)CC2)c1	i	1.2%	7.8%	-9.9%	-1.0%	7.6	4.5%
COC(=O)N1CCCCC12Cc1ccccc1NC2=O (centres undefined)	0.6%[138 µM]	8.7%[87.6 µM]	-1.4%[172 µM]	1.0%[87.6 µM]	-1.9%[172 µM]	6.5	-2.6%[88.5 µM]
CCCCOC(=O)c1ccc(Nc2nc3ccccc3c3nnc(C)n23)cc1	/	-6.5%	/	-4.2%	/	6.6	/
O=C(NC1CCCC1)N1CCC2(CC1)CC(N1CCOCC1)CCO2 (centres undefined)	4.5%	-2.5%	-5.3%	-21.7%	-16.6%	0.0	-6.3%
CCc1ccc(CN2CCCCC23Cc2ccccc2CNC3=O)cc1 (centres undefined)	?	-4.5%	?	-1.9%	/	-10.0	i
COc1ccc(CCN2CCN(CCCc3ccccc3)CC2)cc1OC	/	-1.5%&-16.1%	/	6.0%	/	6.9	1.1%
COc1ccc(Cc2cnc(N)nc2N)cc1OC	/	3.9%[23.9 µM]	/	-28.9%[25.6 µM]	/	48.6	i
COc1ccc(-c2cn(C)c(=O)n3cc(CN4CCNC(=O)C4)nc23)cc1	?	-5.6%[87.6 µM]	-22.4%[172 µM]	3.8%[87.6 µM]	-0.9%[172 µM]	-5.1	4.2%[88.5 µM]
Nc1nc(F)nc2c1ncn2[C@@H]1O[C@H](CO)[C@@H](O)[C@@H]1O	/	?	/	8.57µM*!	/	9.7&6.6	-2.6%
COc1ccc2cc(-c3cc(-c4cc(Cl)cc(Cl)c4)nn3C(C)c3ccc(C(=O)NCCC(=O)O)cc3)ccc2c1 (centres undefined)	/	-20.0%	/	/	/	37.1	?
Cc1nn(-c2ccccc2)c(Oc2ccccc2F)c1CCC(=O)N1CCSCC1	?	-9.3%	35.5µM*	-6.0%	-0.2%	24.1	?
Cc1ccc(C(=O)N2CCC3(CC2)CC(CO)N(C(=O)c2ccccc2)C3)s1 (centres undefined)	-13.8%	3.6%	-20.5%	37.0%[activator]	/	9.1	i
COc1cc(NC(=O)CN2C(=O)NC3(CCCCC3)C2=O)cc(OC)c1	-15.3%	6.3%	-13.4%	-13.1%	3.0%	-2.7	i
CN(C)C(=O)CCc1ccc(CC2CCN(Cc3ccccc3)CC2)cc1	?	2.0%	?	-20.9%	/	14.6	-1.9%
COc1ccc2c(c1)C(C[C@H]1CN(C(=O)C3CCC3)CC[C@H]1CC(=O)O)=NCC2	-6.6%[174 µM]	-5.7%[87.6 µM]	-0.9%[172 µM]	13.7%[87.6 µM]	3.9%[172 µM]	16.1	?

Quoted from above, two compounds:
SMILES	3T3 cytotox	SNCA viab count	HEK293 tox	SNCA expr inh	FLuc inh	IP6K1 inh	GPT2 inhibitor
Cc1ccc(C(=O)N2CCC3(CC2)CC(CO)N(C(=O)c2ccccc2)C3)s1 (centres undefined)	-13.8%	3.6%	-20.5%	37.0%[activator]	/	9.1	i
COc1cc(NC(=O)CN2C(=O)NC3(CCCCC3)C2=O)cc(OC)c1	-15.3%	6.3%	-13.4%	-13.1%	3.0%	-2.7	i
